Screening results as filed in PubChem.
PAX8 reporter – lowers PAX8-driven luciferase in RMG-I cells; inhibition, % at 12.6 µM; AID 652154; 360,000 tested, 1.2% active; RMG-I TPO-luciferase reporter, SteadyGlo, 24 h;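 active means mean replicate inhibition at least 60% with every replicate also reaching 60%; inconclusive means only one of the two criteria is met; inactive means mean below 60% and not all replicates reaching 60%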;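 further: luciferase light reporting Pax8 driven TPO promoter activity; plate controls were median of neutral control wells for no effect and mitoxantrone controls for full effect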
LGR2 antag – inhibitors of bursicon-induced Drosophila LGR2 receptor cAMP signaling; HEK293 LGR2, CRE-luciferase, bursicon-stimulated, 4 h; AID 720647; inhibition, % at 9.99 µM; 380,000 tested, 0.35% active;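 active means drop in luminescence signal, shown as inhibition above about 50% in the replicate tests, limit read from the data, passing the limit was not always enough; inconclusive means probably only some replicates passing the limit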;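 further: agonist challenge used bursicon conditioned medium at about half maximal strength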
FN deposition inh – fibronectin deposition inhibition | AH1F fibroblasts, Alexa488-fibronectin deposition fluorescence, overnight | inhibition, % at 12.6 µM | 350,000 tested, 0.086% active;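 active means mean inhibition across replicates of 30% or more, regardless of how many single replicates reach that level; inconclusive means mean under 30% yet at least half of replicates reach 30%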;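 further: positive control wells lacked labelled fibronectin entirely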
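Test system: AH1F fibroblast monolayer depositing Alexa488-labelled fibronectin into matrix. Input: 10000 cells per well. Technique: fluorescence, ex 485 nm, em 525 nm. Buffer or medium: DMEM plus 2% serum, read in PBS. Timing: 1 h cell adhesion before compound, then overnight fibronectin incubation. Compound: single dose, pinned. Read-out basis: inhibition from reduced deposited-fibronectin fluorescence.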
* marks the source's active call; other numbers are inactive results; ? = inconclusive.

SMILES | PAX8 reporter | LGR2 antag | FN deposition inh
CCOC(=O)c1c(NC(=O)CN2CCCc3ccccc32)sc(C)c1C | 33 | 27 | -10
Cc1ccc(NC(=O)c2ccc(N3CCOCC3)c([N+](=O)[O-])c2)cc1S(=O)(=O)N1CCOCC1 | 23 | 20 | 7
CN(Cc1ccccc1)C(=O)CCc1ccccc1 | 0 | -2 | 12
COCCn1c(SCC(=O)Nc2cc(C(C)(C)C)nn2-c2ccccc2)nnc1-c1ccncc1 | 5 | 7 | -4
COc1cc(C2C(C#N)=C(N)Oc3c2c(-c2ccccc2)nn3-c2ccccc2)cc(OC)c1OC (stereo not drawn) | 2 | -2 | 5
CCN1CCN(CC(O)COCCOc2ccc(Br)cc2)CC1 (stereo not drawn) | 22 | -3 | -6
Cc1ccc(N=C/C(C(=O)C(F)(F)F)=C(\O)c2ccco2)cc1Cl | -90 | 8 | 0
Cc1cccc(NC(=O)c2cc3c([nH]c4ccccc43)c(C)n2)c1C | 16 | 12 | 9
CC(C)(C)c1cc(C(=O)N/N=C/c2ccccc2O)n(-c2ccccc2)n1 | -12 | 32 | 10
CC(=O)O/N=C(/c1nonc1N)N1CCN(c2ccc([N+](=O)[O-])cc2Cl)CC1 | 12 | -3 | -1
CCN(CC)S(=O)(=O)c1ccc(OC)c(NC(=S)Nc2cccc(C)c2C)c1 | -7 | 0 | -2
CCOC(=O)c1[nH]c2ccc(OC)cc2c1NC(=O)/C=C/c1ccc2c(c1)OCO2 | 9 | 4 | -5
Cc1[nH]nc2c1C(c1ccc(-c3ccc(Cl)cc3)o1)C(C#N)=C(N)O2 (stereo not drawn) | 32 | -24 | 13
CN(C)c1ccc(/C=N/NC(=O)c2cccc(N3CCCC3=O)c2)cc1 | -8 | -17 | 2
N=c1c2c(ncn1Cc1ccco1)Oc1c(ccc3ccccc13)C2c1ccccc1 (stereo not drawn) | 8 | 10 | 7
N#Cc1ccsc1NC(=O)COC(=O)c1cc2ccccc2cc1O | -76 | -31 | 6
CC(C)OCCCNC(=O)c1cc(Sc2ccc(F)cc2)nc2ccccc12 | -11 | 4 | -6
Cc1cc(NC(=O)c2cc([N+](=O)[O-])cc([N+](=O)[O-])c2)n(-c2ccccc2)n1 | 27 | 8 | -7
C/C(=N/O)c1ccc2c(c1)OCCOCCOc1cc(/C(C)=N/O)ccc1OCCOCCO2 | 9 | 6 | -18
O=C1c2cccc(OCC(=O)N3CCCc4ccccc43)c2CCN1Cc1ccc(Br)cc1 | 6 | -1 | 3
CN(C)S(=O)(=O)c1cc(NC(=O)CSc2nn(-c3ccc(Cl)cc3)c(=S)s2)ccc1Cl | 25 | -11 | 1
COc1cc(C2CC(=O)Nc3cc(C)c(C)cc32)cc(OC)c1OC (stereo not drawn) | -7 | 10 | 7
Cc1cccc(C)c1NC(=O)CNc1ncnc2sc(C)c(C)c12 | 12 | 6 | 2
Cc1ccc(OCCNc2ccc(C(F)(F)F)cc2[N+](=O)[O-])cc1 | -11 | -20 | -2
CCCCc1c(O)c2ccccc2n(CCCC)c1=O | -4 | 4 | -12
OC(CN1CCN(Cc2ccccc2)CC1)Cn1c2ccccc2c2ccccc21 (stereo not drawn) | -4 | 12 | -1
COc1ccc(CCC(=O)Nc2cc([N+](=O)[O-])ccc2OC)cc1 | 27 | 3 | 13
Cc1ccc(C(=O)c2cc([N+](=O)[O-])ccc2N2CCOCC2)cc1C | 18 | -17 | 11
CC(OC(=O)CC(NC(=O)c1ccccc1Cl)c1ccccc1)C(=O)Nc1cccc(Cl)c1Cl (stereo not drawn) | -13 | 4 | 8
Cc1[nH]c2ccccc2c1C(=O)COC(=O)CCS(=O)(=O)c1ccccc1Cl | -2 | 7 | -7
Cc1ccc(CNC(C)(C)CO)cc1 | 10 | 7 | -12
Cc1ccc(S(=O)(=O)c2ccc(Cl)cc2)cc1S(=O)(=O)NC(C(=O)O)C(C)C (stereo not drawn) | -6 | 31 | -3
Cc1cccc(NC(=S)NCC(c2cccnc2)N(C)C)c1 (stereo not drawn) | 12 | -2 | 0
Cc1cccc(OCC(=O)Nc2ccc3c(C)cc(=O)oc3c2)c1 | -15 | 1 | 1
Cc1cc2ncn(/N=C/c3ccc([N+](=O)[O-])s3)c2cc1C | 22 | 2 | -8
Cc1csc(SCC(=O)NCCc2ccc(Cl)cc2Cl)n1 | -33 | 2 | -1
O=C(COC(=O)c1cccc(S(=O)(=O)N2CCCCC2)c1)NC1CCCc2ccccc21 (stereo not drawn) | 18 | 10 | -2
Cc1ccc(-c2n[nH]c(=S)n2/N=C/c2c(C)nn(-c3ccccc3)c2C)cc1 | -5 | -13 | 0
CCCCn1c(SCc2nc(N)nc(N3CCCCC3)n2)nc2c1c(=O)n(C)c(=O)n2C | 11 | -19 | 2
Cc1ccc(CSCC(=O)Nc2c(C)n(C)n(-c3ccccc3)c2=O)cc1 | 13 | -1 | 3
Cn1c(N=NC(=O)c2ccccc2)c(O)c2ccccc21 | -9 | ? | 4
Cc1cc(C(C)(C)C)ccc1OCCCCN1CCCC1 | 18 | 14 | 1
O=C(N/N=C/c1cccc(F)c1)NC1CCCCC1 | -20 | -56 | -6
COc1ccccc1N/C=C(\C#N)c1nc2ccccc2[nH]1 | 17 | -12 | -2
Cc1nn(-c2ccccc2)c(Cl)c1C(=O)NCc1cccs1 | 29 | -7 | 8
COc1ccc2c(c1)nc(NCCO)n2C | -2 | 13 | -9
COc1cc(N2CCCC2)ccc1[N+](=O)[O-] | 7 | -13 | 10
O=C(NC(=S)Nc1ccc(S(=O)(=O)Nc2nccs2)cc1)c1ccc(F)c(F)c1 | 1 | 16 | -1
Cc1onc(C(=O)N2C(C)CCCC2C)c1[N+](=O)[O-] (stereo not drawn) | 13 | 12 | 5
Cc1ccc(-n2c(O)c(/C=C3/C(c4ccccc4)=Nc4ccccc43)c(=O)[nH]c2=O)cc1 | -8 | 5 | 28
O=C(Oc1ccc2c(c1)O/C(=C\c1ccncc1)C2=O)c1ccccc1 | -21 | 14 | 8
COc1cc(/C=N/Nc2nc3ccccc3[nH]2)cc(OC)c1O | 39 | -20 | 7
Cc1cc(C)n(C(=O)c2ccc([N+](=O)[O-])c(Cl)c2)n1 | 7 | -10 | -1
Nc1nnnn1/N=C/c1ccc(N2CCCCC2)c([N+](=O)[O-])c1 | -28 | -45 | 2
CCNC(=S)Nc1cc(Cl)ccc1Oc1ccccc1 | 4 | -2 | -1
CCc1ccc(-c2csc(NC(=O)c3cccnc3)n2)cc1 | -17 | 26 | 2
O=C(NCCc1ccccc1)C(=O)c1c(-c2ccccc2)cc2ccccn12 | 10 | -8 | -8
CC(=O)c1ccc(OCCCC(=O)Nc2cc(S(=O)(=O)N(C)C)ccc2C)cc1 | 13 | 1 | 4
CCc1nnc(NS(=O)(=O)c2ccc(N=Cc3c(C)[nH]n(-c4ccc(Cl)cc4)c3=O)cc2)s1 | -5 | -2 | -4
CN(Cc1ccco1)S(=O)(=O)c1ccc2c(c1)CCN2C(=O)CCC(=O)O | -10 | 2 | -4

Carrying on.
SMILES | PAX8 reporter | LGR2 antag | FN deposition inh
COC(=O)C1=C(C(=O)OC)C2C(C)=CC(C)=CN2C(C(=O)OC)=C1C(=O)OC (stereo not drawn) | -7 | -11 | -1
O=C(O)CSc1c(-c2ccccc2)[nH]c2ccccc12 | 4 | -7 | 10
N#Cc1c(-c2ccc(Cl)cc2)c(C#N)c(=O)n(N)c1N | -7 | -15 | 2
COc1ccccc1NS(=O)(=O)c1ccc2oc(SCc3ccc(C#N)cc3)nc2c1 | 16 | 4 | 2
CCOc1ccc(-n2nnnc2-c2nc3ccccc3s2)cc1 | -42 | 27 | 1
CC(C)OP(=O)(OC(C)C)C(Nc1ccccc1)c1cccc2c1OCO2 (stereo not drawn) | 0 | 23 | 9
Cn1c(N/N=C/c2cc3ccccc3nc2Cl)nc2ccccc21 | -15 | 33 | 4
O=C(COC(=O)c1cc([N+](=O)[O-])ccc1NCc1ccccc1)NC1CCCCC1 | 0 | 9 | -4
CCC(C)N(C(=O)COC(=O)/C=C/c1ccc(O)c(OC)c1)C1CCS(=O)(=O)C1 (stereo not drawn) | 19 | 27 | -4
CC[C@@H](NS(=O)(=O)c1ccc(C)cc1)C(=O)Oc1ccc2c3c(c(=O)oc2c1)CCC3 | 5 | -3 | 3
Cc1cc([N+](=O)[O-])nn1CCC(=O)NC1CCCCCC1 | 1 | -7 | 1
O=[N+]([O-])c1cc2c(cc1/C=N/n1c(-c3ccccn3)n[nH]c1=S)OCO2 | -4 | 10 | -12
Cc1ccc(NC(=O)Cc2c(Cl)cccc2Cl)cc1S(=O)(=O)N(C)C | -1 | 15 | -10
Cc1cc(C)c(S(=O)(=O)N2CCCOC2CNC(=O)C(=O)NCc2cccs2)c(C)c1 (stereo not drawn) | 0 | 3 | 1
O=C(COC(=O)/C=C/c1cccc(Cl)c1)NCCC1=CCCCC1 | -6 | -1 | 9

Shown tab-delimited: entries from further up.
Molecule	PAX8 reporter	LGR2 antag	FN deposition inh
CCc1nnc(NS(=O)(=O)c2ccc(N=Cc3c(C)[nH]n(-c4ccc(Cl)cc4)c3=O)cc2)s1	-5	-2	-4
CN(Cc1ccco1)S(=O)(=O)c1ccc2c(c1)CCN2C(=O)CCC(=O)O	-10	2	-4
COC(=O)C1=C(C(=O)OC)C2C(C)=CC(C)=CN2C(C(=O)OC)=C1C(=O)OC (stereo not drawn)	-7	-11	-1
O=C(O)CSc1c(-c2ccccc2)[nH]c2ccccc12	4	-7	10
N#Cc1c(-c2ccc(Cl)cc2)c(C#N)c(=O)n(N)c1N	-7	-15	2
COc1ccccc1NS(=O)(=O)c1ccc2oc(SCc3ccc(C#N)cc3)nc2c1	16	4	2
CCOc1ccc(-n2nnnc2-c2nc3ccccc3s2)cc1	-42	27	1
CC(C)OP(=O)(OC(C)C)C(Nc1ccccc1)c1cccc2c1OCO2 (stereo not drawn)	0	23	9
Cn1c(N/N=C/c2cc3ccccc3nc2Cl)nc2ccccc21	-15	33	4
O=C(COC(=O)c1cc([N+](=O)[O-])ccc1NCc1ccccc1)NC1CCCCC1	0	9	-4
CCC(C)N(C(=O)COC(=O)/C=C/c1ccc(O)c(OC)c1)C1CCS(=O)(=O)C1 (stereo not drawn)	19	27	-4
CC[C@@H](NS(=O)(=O)c1ccc(C)cc1)C(=O)Oc1ccc2c3c(c(=O)oc2c1)CCC3	5	-3	3
Cc1cc([N+](=O)[O-])nn1CCC(=O)NC1CCCCCC1	1	-7	1
O=[N+]([O-])c1cc2c(cc1/C=N/n1c(-c3ccccn3)n[nH]c1=S)OCO2	-4	10	-12
Cc1ccc(NC(=O)Cc2c(Cl)cccc2Cl)cc1S(=O)(=O)N(C)C	-1	15	-10
Cc1cc(C)c(S(=O)(=O)N2CCCOC2CNC(=O)C(=O)NCc2cccs2)c(C)c1 (stereo not drawn)	0	3	1
O=C(COC(=O)/C=C/c1cccc(Cl)c1)NCCC1=CCCCC1	-6	-1	9

Further records.
SMILES | PAX8 reporter | LGR2 antag | FN deposition inh
COc1cc2c(cc1OC)CN(c1nc(CN3CCCCC3)nc3sc4c(c13)CCCC4)CC2 | -5 | 36 | 2
Cc1cc(-c2n[nH]c(=S)n2/N=C/C(Br)=C/c2ccccc2)n[nH]1 | 94* | -8 | -6
CCCOc1ccc(N2C(=O)CC(SC(=NCC)NCC)C2=O)cc1 (stereo not drawn) | -1 | -6 | 1
COc1ccccc1NC(=S)NCc1cccs1 | 8 | 13 | -6
CC(C)CC(NC(=O)c1ccc(Cl)cc1)C(=O)OCc1cc([N+](=O)[O-])cc2c1OCOC2 (stereo not drawn) | 2 | -20 | 9
O=C(c1ccc(CN2CCc3ccccc3C2)cc1)N1CCN(c2ccccc2)CC1 | 16 | -14 | -10
COc1ccc(/C=N/NC(=O)c2cc(-c3cccn3C)n[nH]2)cc1OC | 43 | -15 | 9
CCC(C(=O)O)N1C(=O)/C(=C/c2cccn2C)SC1=S (stereo not drawn) | -18 | 24 | 2
COc1ccc(CCn2c(=O)c3cccnc3n(Cc3ccc([N+](=O)[O-])cc3)c2=O)cc1OC | -1 | -5 | 0
COc1ccc(/C=N\NC(=O)c2c(C)nc3ccc(Br)cn23)cc1 | 13 | -56 | 18
Cc1cccc(N2C(=N)SCC2=O)c1C | 5 | 11 | -1
C(=N\N1CCOCC1)/c1cccs1 | -15 | -19 | 7
COc1cc(/C=N/NC(=O)c2ccc(COc3cc(C)ccc3C(C)C)cc2)cc(OC)c1O | ? | -40 | -4
Cc1ccc(C(=O)Nc2ccc(C(=O)N/N=C/c3c[nH]c4ccccc34)cc2)cc1 | 29 | -6 | 4
CCOc1cccc(C(=O)NC(=S)NCc2cccnc2)c1 | -15 | 26 | 13
CCC1CCCCN1CC(O)Cn1c2ccccc2n2c(=O)cc(C)c(C#N)c12 (stereo not drawn) | 2 | -25 | -1
CCn1c(/C=C2\C(=O)Nc3ccccc32)nc2ccccc2c1=O | 29 | 12 | 6
C=C(C)CNC(=S)Nc1sc2c(c1C(=O)OCC)CC(C)(C)OC2 | -7 | -11 | 1
CCOc1ccc(NC(=S)NC(=O)c2c(Br)cnn2C)c([N+](=O)[O-])c1 | -62 | -70 | -4

Not all compounds are listed. The share of hits here may be higher or lower than overall.
